Fh CTSL1 inh: blocks F. hepatica cathepsin L1 in PFM18AAP counter-screen; inhibition, % at 5.96 µM; actives 0.49% (n = 300,000); recombinant F. hepatica cathepsin L1, Z-Leu-Arg-MCA fluorescence; AID 1906;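 active = inhibition above the mean of all tested compounds plus 3 SD, set per screening campaign, cut at about 17% in these data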;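 note: 0% = plate median of test compound wells and 100% = 1 µM Z-Phe-Ala-diazomethylketone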
Efflux pump inh: blocks antifungal efflux pumps in multiplex yeast assay. AID 485275. S. cerevisiae Candida pump triplex, Nile Red efflux. actives 0.44% (n = 330,000). inhibition, % at 10 µM;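 active = plate passing quality check with inhibition over a set limit, or well fluorescence over plate mean plus 4 SD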;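 note: Nile Red retained in pooled yeast measured as flow cytometry median fluorescence; 0% = buffer negative control and 100% = Enniatin B positive control; higher means more Nile Red kept so more efflux inhibition; some compounds called inactive have numbers as strong as hits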
PP5 primary: PP5 (human) phosphatase inhibition; actives 0.18% (n = 320,000); P53041; purified PP5c, OMFP substrate fluorescence; inhibition, % at 6.7 µM;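 active = inhibition above the campaign's mean inhibition across all tested compounds plus 3 SD, cut at about 9.5% in these data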;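 note: 0% = DMSO only and 100% = 100 µM cantharidin control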
JMJD2C inh: human JMJD2C demethylase inhibition | Q9H3R0 | GST-JMJD2C(1-420) H3K9me3 demethylation, DELFIA europium | inhibition, % at 2.35 µM | actives 0.069% (n = 330,000);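 active = more than half of a compound's replicate wells show inhibition beyond 50%, single wells judged on their own value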;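 note: signal counts dimethyl H3K9 product captured on neutravidin plate; 0% = median of DMSO wells and 100% = 0.3 times that DMSO median; strong numbers were not always called active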
Target sequence (Q9H3R0 1-420 limits assumed): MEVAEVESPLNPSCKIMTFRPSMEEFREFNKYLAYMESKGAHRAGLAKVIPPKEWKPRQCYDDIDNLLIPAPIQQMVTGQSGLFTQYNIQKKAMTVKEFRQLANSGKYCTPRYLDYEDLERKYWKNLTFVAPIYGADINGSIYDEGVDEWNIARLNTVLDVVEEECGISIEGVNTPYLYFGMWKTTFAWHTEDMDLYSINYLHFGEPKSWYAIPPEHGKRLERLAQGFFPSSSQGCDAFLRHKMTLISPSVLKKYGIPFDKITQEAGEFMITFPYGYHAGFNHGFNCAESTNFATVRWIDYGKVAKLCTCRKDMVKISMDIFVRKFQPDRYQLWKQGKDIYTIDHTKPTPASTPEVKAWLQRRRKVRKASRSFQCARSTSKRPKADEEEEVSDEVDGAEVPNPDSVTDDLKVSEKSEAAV
proCasp3 act: procaspase-3 (human) activation; recombinant procaspase-3 D3A, Ac-DEVD-pNA absorbance 405 nm; activation, % at 8.5 µM; P42574; actives 0.11% (n = 330,000);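 active = activation above the mean of all tested compounds plus 3 SD, cut at about 21% in these data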;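 note: 0% = DMSO alone and 100% = DMSO wells spiked with extra 5 µM PC-3 D3A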
Target sequence (P42574 whole entry D9A/D28A/D175A): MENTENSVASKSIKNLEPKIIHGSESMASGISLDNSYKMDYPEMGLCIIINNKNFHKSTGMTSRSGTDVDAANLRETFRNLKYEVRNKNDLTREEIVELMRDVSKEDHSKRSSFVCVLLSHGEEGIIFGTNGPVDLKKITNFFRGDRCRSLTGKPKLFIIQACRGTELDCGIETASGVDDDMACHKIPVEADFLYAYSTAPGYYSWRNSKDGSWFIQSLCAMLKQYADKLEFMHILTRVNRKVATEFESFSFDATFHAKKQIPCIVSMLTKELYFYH
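Assay system: Autoprocessing-dead procaspase-3 D3A mutant enzyme; also added: Ac-DEVD-pNA; doses: one concentration, 8.5 µM nominal, 0.8% DMSO; times: 1 h compound preincubation, 2 h substrate hydrolysis at 25 °C; technique: 405 nm absorbance of p-nitroaniline, reads at 0 and 120 min; measure: % activation between DMSO and enzyme-spiked controls; repeats: single replicate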
PP1 counter: counter-screen for PP5 inhibitors: inhibitors of human PP1-alpha | P62136 | purified PP1alpha, OMFP fluorescence | inhibition, % at 6.7 µM | actives 0.9% (n = 320,000) | AID 2235;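 active = inhibition above the mean inhibition of all tested compounds plus 3 SD, computed separately for each screening campaign, cut at about 15% in these data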
Target sequence (P62136 whole entry, looked up): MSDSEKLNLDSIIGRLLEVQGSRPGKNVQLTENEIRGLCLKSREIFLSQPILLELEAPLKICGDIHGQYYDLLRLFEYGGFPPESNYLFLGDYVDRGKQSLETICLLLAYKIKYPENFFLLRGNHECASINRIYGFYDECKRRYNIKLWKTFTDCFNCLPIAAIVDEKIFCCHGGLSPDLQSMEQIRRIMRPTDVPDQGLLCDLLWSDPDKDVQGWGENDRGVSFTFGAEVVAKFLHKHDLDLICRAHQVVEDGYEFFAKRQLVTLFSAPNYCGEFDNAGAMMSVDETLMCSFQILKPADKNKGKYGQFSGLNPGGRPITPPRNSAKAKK
core dimer inh: HCV core protein dimerization inhibition | TR-FRET GST/Flag-core106 dimerization, 1536-well | actives 0.33% (n = 300,000) | inhibition, % at 5 µM;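 active = inhibition above the mean of all tested compounds plus 3 SD, set per screening campaign, cut at about 45% in these data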
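test system = GST/Flag-tagged HCV core106 proteins | probe or stimulus = Eu donor and XL665 acceptor anti-tag antibodies | times = compound-protein-antibody incubation 4 h at 22.5 °C | signal = TR-FRET, excitation 340 nm, emission 617 and 671 nm | measure = percent inhibition of core106 dimerization signal | controls = wells lacking GST-core106 and wells with excess unlabelled core106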
proCasp7 act: counter-screen: procaspase-7 (human) activation | P55210 | recombinant procaspase-7, Ac-DEVD-pNA absorbance 405 nm; D23A/D198A/D206A triple mutant, cannot self-cleave; scale: DMSO 0, 5 µM enzyme 100 | activation, % at 8.5 µM | actives 0.093% (n = 330,000) | AID 463210;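 active = percent activation above the screen-wide mean plus 3 SD, cut at about 25% in these data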
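Assay system: Uncleavable procaspase-7 mutant enzyme; Input: 2 µM procaspase-7 mutant as dispensed; Also added: DEVD-pNA substrate; Medium: Zinc-free HEPES pH 7.4 with 300 mM NaCl, 0.01% Triton X-100; Timing: 1 h compound preincubation, 2 h substrate cleavage, 25 °C; Measured by: Epi-absorbance of released pNA at 405 nm, two timepoints.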
TPT1 inh: blocks Candida albicans tRNA 2'-phosphotransferase. inhibition, % at 5 µM. AID 1962. actives 0.81% (n = 300,000). recombinant caTPT1, FP RNA substrate dephosphorylation;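 active = inhibition above the mean of all tested compounds plus 3 SD, set per screening campaign, cut at about 24% in these data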;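 note: plate controls were DMSO alone for no effect and ferristatin control at 100 nM for full effect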
An asterisk follows results filed as active; x = no result given.

SMILES	Fh CTSL1 inh	Efflux pump inh	PP5 primary	JMJD2C inh	proCasp3 act	PP1 counter	core dimer inh	proCasp7 act	TPT1 inh
COc1ccc(C(=O)C2CN(C)CC2c2ccc(Cl)cc2)cc1 (centres undefined)	3	-0.1	-2.4	-2	2	-4	-5	6	0
O=C(CN1CCN(Cc2cccc(Cl)c2)C1=O)N1CCC2(CC1)OCCO2	2	-0.1	-0.2	7	-1	-4	-2	-1	-3
O=C(O)C1C2CCC(O2)C1C(=O)Nc1ccc(F)c(F)c1 (centres undefined)	0	0.1	74*	-1	-5	68*	2	-1	0
C[N+](C)(C)CCc1ccc(O)cc1	-3	-0.2	4.2	3	3	-3	-1	4	-2
C[C@]12CC[C@@H](O)C[C@H]1CC[C@@H]1[C@@H]2CC[C@]2(C)C(=O)CC[C@@H]12	-2	0.3	1.3	21	6	5	12	9	-1
CC1=NN(c2ccccc2)C(=O)C1/C=C1/C(=O)NC(=O)N(c2cc(C)cc(C)c2)C1=O (centres undefined)	0	0.2	1.7	8	-3	3	0	5	29*
CCN(CC)CCNC(=O)c1c(O)c2ccccc2n(Cc2ccccc2)c1=O	-2	0.2	2.1	-11	-1	3	-6	-1	-3
CP(=O)(Nc1ccccc1)C(Cl)(Cl)Cl (centres undefined)	-4	-0.1	-3.7	-4	-1	-5	1	10	-1
Cc1cc(C(=O)C[N+]23CCN(CC2)CC3)c(C)n1-c1ccc(Br)cc1	-3	-0.2	-0.1	3	7	0	9	-2	-4
COC(=O)C1=C(c2cccc(C#N)c2)C[C@@H]2CC[C@H]1N2C(=O)NC1CCCCC1	x	0.1	1.0	4	9	-2	x	7	x
CCOC(=O)c1c(NC(NC(=O)CF)C(Cl)(Cl)Cl)sc2c1CCCC2 (centres undefined)	3	-0.9	0.8	21	0	-1	6	-3	0
COc1ccc(/C=N/N=C(/N)N[N+](=O)[O-])c(OC)c1	6	-0.1	3.0	-17	-10	-3	-3	6	2
O=C(NC1CC2CCCC(C1)N2)c1ccccc1 (centres undefined)	-2	0.2	2.5	14	8	-3	1	0	1
Cc1cc(N2CCN(C)CC2)nc2ccccc12	-4	0.0	1.7	1	9	-3	-5	7	3
O=C(C(Cc1ccccc1)NS(=O)(=O)c1cccc2nsnc12)N1CCC2(CC1)OCCO2 (centres undefined)	0	-0.1	0.8	-33	3	-1	-2	-3	-3
CN1CCCC1C(O)(c1ccccc1)c1ccccc1 (centres undefined)	0	0.0	0.5	5	7	0	-5	2	0
COc1cc(C(c2c(O)c3ccccc3oc2=O)c2c(C)n(C)n(-c3ccccc3)c2=O)ccc1O (centres undefined)	-4	0.3	1.7	-11	4	-1	-5	2	3
N#Cc1cc2c(nc1SCC(=O)Nc1ccc(Cl)cc1)C1CCN2CC1	-3	0.0	0.4	-12	-5	-4	1	-6	0
Oc1ccc2c3c1OC1C(O)CC[C@@]4(O)[C@@H](C2)N(CC2CCC2)CC[C@]314 (some centres undefined)	-3	0.0	-1.9	5	4	-4	6	-10	-5
CC(=NC(C)c1ccccc1)c1c(O)[nH]c(=O)[nH]c1=O (centres undefined)	3	0.0	-1.2	5	4	2	0	-7	2
O=C1CC(=O)N(c2ccc3c(c2)OCO3)C(=O)N1	0	-0.1	-0.9	7	-2	3	-6	-9	15
CN1C(=O)C(=Cc2ccc(SC3CCCCC3)o2)C(=O)N(C)C1=O	0	-0.2	-0.9	17	-6	-1	7	-5	8
CCOc1ccccc1CN1C2CCC1CC(c1ccc(C)cc1)C2 (centres undefined)	-1	0.0	5.6	10	3	-1	-3	6	-2
C#C[C@]1(O)[C@H](O)CC2C3CC[C@H]4C[C@@H](O)CC[C@]4(C)C3CC[C@@]21C (some centres undefined)	x	-0.1	x	4	11	x	x	3	x
Cc1cc(/C=C2/C(=O)NC(=O)N(Cc3ccco3)C2=O)c(C)n1-c1ccccc1O	4	0.1	2.1	20	-18	4	2	-30	17
CCOC(=O)c1c(/N=C/c2c(O)n(-c3cccc(C)c3)c(=O)[nH]c2=O)sc2c1CCCC2	-2	-0.4	4.0	8	-5	0	11	-7	17
O=C(c1cc(-c2cccnc2)nc2ccc(Cl)cc12)N1CCC2(CC1)OCCO2	0	0.1	-0.1	16	0	-2	6	7	-3
O=C1Nc2ccccc2Sc2ccccc21	-2	0.0	-0.3	-33	-2	2	-4	1	-1
OCC(Cl)CCl (centres undefined)	x	0.0	-1.8	2	-5	-1	x	9	x
CC(C)C[C@H](NC(=O)[C@@H]1CCCN1C(=O)[C@@H](N)Cc1ccc(O)cc1)C(=O)NCC(N)=O	3	0.1	1.0	-14	2	-2	-6	6	1
OCC#CC[N+]1(CC#Cc2ccccc2)CCOCC1	5	-0.1	1.2	0	0	-6	4	0	-2
COC(=O)C(O)(c1c(C)[nH]c2ccccc12)C(F)(F)F (centres undefined)	2	0.0	0.7	2	6	2	-5	16	-1
O=C(COc1ccc(Cl)cc1)N1CCN(C/C=C/c2ccccc2)CC1	3	0.0	0.1	-11	-4	2	5	2	-3
COc1ccc2nc(NC3=NCCN3)sc2c1	3	0.8	-1.5	3	-3	-2	-8	12	0
CCOc1ccccc1N=C1SCCCN1C	-2	0.1	1.2	8	0	-5	-2	5	-5
O=C(CCNC(=O)N1C[C@H]2C[C@@H](C1)c1cccc(=O)n1C2)Nc1cccc(Cl)c1	-1	-0.1	1.4	12	4	-3	-2	-3	-1
CSCCC(N=Cc1c(O)n(-c2ccc(Cl)cc2)c(=O)[nH]c1=O)C(=O)OC(C)(C)C (centres undefined)	5	-0.4	2.3	13	-4	13	-5	-20	-2
CC(=O)c1cn(Cc2ccccc2C#N)c2ccccc12	-2	0.0	-0.7	12	1	2	4	8	-1
Cc1ccc(N2C(=O)NC(=O)/C(=C\c3cc(C)n(-c4sc5c(c4C#N)CCCC5)c3C)C2=O)cc1	3	0.1	5.2	6	-9	8	19	-3	26*
CCCC[N+]12CCC(CC1)C(=C(c1ccccc1)c1ccccc1)C2	-3	0.4	2.3	-4	-13	2	-6	3	-6
CN1C2CCC1CC(OC(=O)c1ccc([N+](=O)[O-])cc1)C2 (centres undefined)	0	0.0	0.6	-13	7	1	5	7	-1
C=CCn1c(O)c(C(C)=NCC2CCCO2)c(=O)[nH]c1=O (centres undefined)	1	0.0	-2.6	5	-4	-4	0	4	2
COC(=O)C1=C(c2ccc(-c3ccccc3)c(F)c2)C[C@@H]2CC[C@H]1N2C(=O)NCc1ccco1	x	0.6	1.7	-3	3	8	x	-5	x
CN1CCN(C(=O)Cc2ccccc2)CC1	1	-0.2	-1.7	6	3	-3	-2	12	0
O=C(N/N=C/c1c(O)n(CCc2ccccc2)c(=O)[nH]c1=O)c1ccncc1	5	-0.5	-0.4	21	-15	-4	-3	-17	7
Cc1cccc(-n2c(O)c(C=NCCCN3CCOCC3)c(=O)[nH]c2=O)c1C	2	-0.1	2.7	-10	3	-3	3	2	0
CC(=O)c1ccc(OCC(=O)N2CCCC(N(C)Cc3ccccc3)C2)cc1 (centres undefined)	3	0.0	0.4	-5	4	-1	9	10	1
O=C(c1ccc(Cl)cc1)N1CCC2(CC1)OCCO2	-1	0.0	0.6	9	3	-3	-15	7	-2
COc1cccc(C(=O)C2CCCN(Cc3ccc(F)cc3)C2)c1 (centres undefined)	-6	0.0	-1.9	3	8	-2	13	4	0
NCC1(CC(=O)O)CCCCC1	0	-0.1	-1.2	x	0	2	7	-5	4
C[C@]12CC[C@H](O)CC1C(=O)CC1C2CC[C@@]2(C)C1CC[C@@H]2O (some centres undefined)	x	0.3	x	-5	4	x	x	16	x
O=C(CN1CCN(C(=O)COc2cccc(F)c2)CC1)Nc1ccc(Cl)c(C(F)(F)F)c1	x	0.2	5.2	2	-3	3	x	-14	x
Cc1cc(Cl)ccc1C(=O)C1CCCN(Cc2ccon2)C1 (centres undefined)	0	0.0	-1.6	5	11	-2	2	6	-2
CC(C)N(Cc1ccco1)/N=C/c1c(O)n(Cc2ccccc2)c(=O)[nH]c1=O	4	0.0	0.2	-6	11	2	-1	-4	-3
O=C(Cn1cc(C=C2C(=O)NC(=O)NC2=O)c2ccccc21)NCC1CCCO1 (centres undefined)	0	0.1	3.0	13	-10	2	5	-12	5
COC(=O)C1=C(c2cc3ccccc3o2)C[C@@H]2CC[C@H]1N2C(=O)N1CCCC1	-1	-0.1	2.5	-1	1	3	2	-3	1
COc1ccccc1CCNCc1cccc(C(F)(F)F)c1	2	-0.1	-2.4	-2	-5	1	-10	-6	-5
CCCCn1c(=O)c(C(=O)Nc2ccc(C)cn2)c(O)c2ccccc21	2	0.1	2.5	8	3	1	-6	-11	-2
C[C@H]1CCCC(=O)CCC/C=C/c2cc(O)cc(O)c2C(=O)O1	-2	0.1	3.8	16	3	0	1	-4	-3
CCC(=O)N1c2ccc(S(=O)(=O)CCC(=O)N3CCC4(CC3)OCCO4)cc2CC1C (centres undefined)	3	0.2	-1.7	6	-3	1	2	-3	-2

One compound at a time (already shown):
N#Cc1cc2c(nc1SCC(=O)Nc1ccc(Cl)cc1)C1CCN2CC1 is entered as Fh CTSL1 inh: -3; Efflux pump inh: 0.0; PP5 primary: 0.4; JMJD2C inh: -12; proCasp3 act: -5; PP1 counter: -4; core dimer inh: 1; proCasp7 act: -6; TPT1 inh: 0
CCOc1ccccc1CN1C2CCC1CC(c1ccc(C)cc1)C2 (centres undefined) is entered as Fh CTSL1 inh: -1; Efflux pump inh: 0.0; PP5 primary: 5.6; JMJD2C inh: 10; proCasp3 act: 3; PP1 counter: -1; core dimer inh: -3; proCasp7 act: 6; TPT1 inh: -2

Other results.
SMILES	Fh CTSL1 inh	Efflux pump inh	PP5 primary	JMJD2C inh	proCasp3 act	PP1 counter	core dimer inh	proCasp7 act	TPT1 inh
C[C@]12CCC3[C@@H](CCC4=CC(=O)CC[C@@]43CO)C1CCC2=O (some centres undefined)	-6	-0.1	2.6	32	3	-5	9	3	-2
O=c1cccc2n1CC1CC2CN(c2ncnc3c2cnn3-c2ccccc2)C1 (centres undefined)	-1	-0.1	2.3	-19	-8	4	-10	-5	0
CCCCn1c(N)c(N(CCOC)C(=O)CN2CC=C(c3ccccc3)CC2)c(=O)[nH]c1=O	3	-0.1	-1.6	4	8	-1	-3	5	1
CCN(CC)c1ccc(CC2C(=O)N(C)C(=O)N(C)C2=O)cc1	-3	-0.2	-1.4	28	-10	-1	-3	9	5
Cc1cccnc1-n1c(CN2C(=O)c3ccccc3C2=O)nc2ccccc2c1=O	0	0.0	4.3	-3	5	-2	-4	0	-7
COc1cccc(NC(=O)N2CCC3(CC2)OCCO3)c1	0	-0.5	0.8	1	4	-2	-6	7	-3

Compound activity: PubChem, several laboratories

A portion of the library; rates above refer to the full screens.
